# Screening data as filed in PubChem BioAssay.
# HDAC3 inhib: HDAC3 deacetylase inhibitors, primary screen, biochemical, fluorescence, cell-free homogeneous; AID 2718, 2010; 320,000 tested, 0.15% active; inhibition, % at 8.3 µM; recombinant HDAC3, fluorogenic peptide/trypsin coupled; Histone deacetylase 3 (Homo sapiens), O15379; in the data active = inhibition above about 26%, passing the limit was not always enough
# Target sequence (O15379 whole entry, looked up): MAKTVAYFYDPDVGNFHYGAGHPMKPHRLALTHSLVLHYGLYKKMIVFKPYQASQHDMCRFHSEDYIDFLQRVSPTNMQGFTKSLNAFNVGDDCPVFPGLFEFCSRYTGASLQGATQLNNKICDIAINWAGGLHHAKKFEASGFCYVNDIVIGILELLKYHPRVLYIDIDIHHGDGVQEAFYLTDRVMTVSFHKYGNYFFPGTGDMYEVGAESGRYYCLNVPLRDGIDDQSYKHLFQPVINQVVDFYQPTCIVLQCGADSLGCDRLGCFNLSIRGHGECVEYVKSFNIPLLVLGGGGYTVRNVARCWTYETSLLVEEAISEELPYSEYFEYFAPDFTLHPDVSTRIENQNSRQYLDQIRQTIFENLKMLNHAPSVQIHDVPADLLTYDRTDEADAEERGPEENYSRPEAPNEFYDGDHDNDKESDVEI
# GSK3 alpha inh: blockers of GSK3A enzyme activity – biochemical, luminescence, cell-free homogeneous, HTS, primary screen; AID 2650, 2010; GSK-3 alpha kinase, ADP-Glo luminescence, 60 min; 320,000 tested, 0.1% active; inhibition, % at 10 µM; Glycogen synthase kinase-3 alpha (Homo sapiens), P49840;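 in the data active = inhibition above about 50%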;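 note: GST-tagged GSK-3 alpha with peptide substrate and 25 µM ATP; 0% = DMSO neutral wells and 100% = GW8510 positive control wells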
# Target sequence (P49840 whole entry, looked up): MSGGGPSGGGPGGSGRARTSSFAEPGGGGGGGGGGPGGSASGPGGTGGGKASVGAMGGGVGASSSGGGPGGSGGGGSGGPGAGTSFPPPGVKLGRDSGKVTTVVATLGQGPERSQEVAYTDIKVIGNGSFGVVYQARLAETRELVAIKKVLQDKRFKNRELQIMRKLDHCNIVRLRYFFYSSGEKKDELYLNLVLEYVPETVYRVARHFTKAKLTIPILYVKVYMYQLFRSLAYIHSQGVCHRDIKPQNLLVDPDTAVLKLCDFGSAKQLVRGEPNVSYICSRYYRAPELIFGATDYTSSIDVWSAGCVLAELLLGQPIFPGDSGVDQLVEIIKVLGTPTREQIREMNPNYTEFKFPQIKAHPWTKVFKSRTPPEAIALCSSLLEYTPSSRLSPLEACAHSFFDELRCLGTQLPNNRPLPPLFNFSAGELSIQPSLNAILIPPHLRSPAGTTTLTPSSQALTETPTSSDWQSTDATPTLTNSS
# KCNQ1 act: potentiators or activators of KCNQ1 channel, primary screen, cell-based, thallium flux, high-throughput | 310,000 tested, 0.35% active | CHO-K1 KCNQ1, thallium flux FluxOR fluorescence; stronger effect = higher value | B-score at 10 µM | Potassium voltage-gated channel subfamily KQT member 1 (Homo sapiens), P51787 | AID 2648, 2010;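 active = fluorescence ratio B-score, a plate-corrected score, at least three library SD, with initial intensity B-score within 5 SD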
#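 System: Stable KCNQ1 CHO-K1 line | Incubation: 90 min dye loading and 20 min compound exposure, both at room temperature | Measure: Ratio B score | Medium: Assay buffer for compound exposure, DMSO matched across wells | Compound dosing: Single-concentration screen | Probe or stimulus: K+/Tl+ depolarizing stimulus | Measured by: Kinetic FluxOR fluorescence, 10 s baseline plus 110 s post-stimulus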
# hERG protect: hERG rescue from dofetilide block, primary screen, cell-based, CHO-hERG, FluxOR thallium flux, dofetilide IC70; activation (rescue from dofetilide block), less the hit threshold, % at 10 µM; 310,000 tested, 0.51% active; Voltage-gated inwardly rectifying potassium channel KCNH2 (Homo sapiens), Q12809; AID 1511, 2009; dofetilide IC70 present;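 active = activation above the mean of controls blocked by dofetilide plus 5 SD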;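 note: thallium influx through hERG after potassium depolarization seen as dye fluorescence rise; in these data hits start at about 4.7%; inactives centre near -7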
# DYRK1A inh: rat Dyrk1A kinase inhibitors, primary screen, biochemical, single point, plate reader. Dual specificity tyrosine-phosphorylation-regulated kinase 1A (Rattus norvegicus), Q63470. ADP-Glo luminescence, NFATc1 peptide. inhibition, % at 12.5 µM. 310,000 tested, 0.43% active. AID 504441, 2011; in the data active = inhibition above about 50%;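 note: plate controls were vehicle with enzyme for no effect and no enzyme for full effect; many of its hits are not listed in these tables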
# KCNK3 inh: human KCNK3 channel inhibitors, primary screen, CHO cells, FluxOR thallium flux, B-score. Potassium channel subfamily K member 3 (Homo sapiens), O14649. 340,000 tested, 0.84% active. B-score at 10 µM. FluxOR fluorescence; stronger effect = lower value;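 active = B-score under library mean minus 4 SD, starting fluorescence ratio at most library mean plus 5 SD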;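 note: more negative B-score means stronger inhibition of thallium flux through KCNK3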
# KCNK9 block: KCNK9 potassium channel inhibitors, primary screen, HEK293 cells, thallium flux | Potassium channel subfamily K member 9 (Homo sapiens), Q9NPC2 | FluxOR thallium flux fluorescence; stronger effect = lower value | B-score at 10 µM | 310,000 tested, 1.2% active | AID 488922, 2010;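 active = ratio B-score over 3 SD below the library mean, with starting fluorescence within 5 SD of its mean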;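 note: negative B-score means less thallium flux so channel inhibition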
# PolyA inh: polyadenylation inhibitors in yeast reporter cells, primary screen, luminescence, S. cerevisiae. S. cerevisiae SKY197-pL101 polyadenylation reporter, beta-gal luminescence; efflux-impaired pdr1/pdr3 knockout yeast; score 100 = 6 SD above DMSO. calls only at 12 µM. 300,000 tested, 0.02% active. AID 1875, 2009;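 active = lowest replicate activity score at least 50, where 100 means six control SD above control mean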;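 note: yeast exposed to compound for 9 h at 30 °C; higher score means more reporter readthrough which indicates perturbed polyadenylation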
# KCNQ1 inh: inhibitors of human KCNQ1 channel, primary screen, cell-based, thallium flux, high-throughput; Potassium voltage-gated channel subfamily KQT member 1 (Homo sapiens), P51787; 310,000 tested, 1.3% active; B-score at 10 µM; CHO-K1 KCNQ1, FluxOR thallium flux fluorescence; stronger effect = higher value;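 active = compounds whose thallium flux B-score, printed positive for inhibition, exceeds three library SD while starting fluorescence stays within three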;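 note: channel opened by potassium depolarization with thallium stimulus after 20 min compound exposure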
# RGS4 act: RGS4 potentiators or activators, primary screen, cell-based, HEK293 M3R inducible RGS4, calcium flux; B-score at 10 µM; carbachol calcium flux Fluo4; stronger effect = lower value; 310,000 tested, 0.92% active;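 active = B-score of the integrated calcium signal more than 4 SD below the library mean, with starting fluorescence not abnormally high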;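 note: negative B-score means reduced calcium response which marks RGS4 activation or potentiation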
#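 Assay system: HEK293 FlpIn-TREx cells, stable M3R, doxycycline-inducible RGS4 / Probe or stimulus: carbachol, ECmax concentration / Times: overnight RGS4 induction, 30 min dye load 37 °C, 20 min compound RT / Signal: kinetic calcium fluorescence imaging with Fluo4-AM dye, 2 µM / Measure: Agonist-evoked peak-minus-minimum fluorescence over baseline, integrated ratio, B score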
# GSK3B inh: human GSK3beta kinase inhibitors, primary screen, biochemical, cell-free homogeneous, HTS | GST-GSK3beta kinase, ADP-Glo luminescence, 60 min; stronger effect = lower value | activity score (negative = inhibition), % at 10 µM | 300,000 tested, 0.038% active;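 active = more than half of replicate wells score below -50%, meaning over 50% inhibition versus plate controls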;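 note: 0% = median DMSO wells and -100% = median GW8510 positive control wells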
#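 Test system – GST-tagged human GSK3beta kinase, cell-free · Incubation – 60 min enzyme reaction, room temperature · Signal – ADP-Glo luminescence · Also added – peptide substrate and ATP at 25 µM · Controls – DMSO neutral wells and GW8510 at 20 µM as positive · Buffer or medium – Tris/MgCl2 kinase buffer · Measure – Luminescence-derived activity versus plate DMSO and GW8510 wells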
# * marks the source's active call; other numbers are inactive results; i = inactive; / = not tested or not shown; & = joins results of further samples. Some of the compounds tested; the hit share may differ from the screen's.
no.	compound	HDAC3 inhib	GSK3 alpha inh	KCNQ1 act	hERG protect	DYRK1A inh	KCNK3 inh
1	O=S(=O)(c1cnc(Cl)c(Br)c1)N1CCN(c2ncccn2)CC1	-6	-3	i	-7	-1	i
2	O=[N+]([O-])c1ccccc1CN1CCN(Cc2ccc3ccccc3c2)CC1	4	1	i	-11	2	i
3	O=C(c1ccc2c3n(nc2c1)-c1ccccc1CO3)N1CCOCC1	-3	51*	i	-6	59*	i
4	COc1ccc(-n2nc(C)c3sc(C)nc3c2=O)cc1	3	0	i	-2	-25	i
5	O=C(NCc1ccccc1)C(c1ccco1)N(C(=O)c1ccccn1)c1ccc(F)cc1 (stereo unspecified)	-2	1	i	-11	0	i
6	COc1ccc(C(C(=O)NC2CCCC2)N(C(=O)c2ccoc2C)c2ccc(C)c(C)c2)cc1 (stereo unspecified)	-1	2	i	-11	2	i
7	OC(CN1CCOCC1)C12CC3CC(CC(C3)C1)C2 (stereo unspecified)	-3	2	i	-1	-1	i
8	Cc1ccc(C(=O)N/C(=C\c2ccco2)C(=O)NCCCN2CCOCC2)cc1C	4	-1	i	-5	-1	i
9	O=C(CSc1nnc(Cc2ccccc2)o1)Nc1ccc2c(c1)OCO2	-8	6	i	-2	-1	i
10	CC(=O)OCC(=O)Nc1ccccc1C	-4	-2	i	-22	0	i
11	S=C(NCC1CCCO1)Nc1ccc(Cl)c(Cl)c1 (stereo unspecified)	0	2	i	-10	8	i
12	O=C(NCc1ccc(F)cc1)C(c1ccco1)N(C(=O)c1csnn1)c1ccccc1 (stereo unspecified)	3	-3	i	-9	-1	i
13	CCOC(=O)c1sc(NC(=O)CCN2CCCCCC2)c(C(=O)OCC)c1C	-1	/	i	-4	-4	i
14	Cc1ccsc1CNS(=O)(=O)c1ccc(F)cc1	-1	-1	i	-5	5	i
15	Cc1ccc(Cl)cc1NC(=S)NN	-5	3	i	-5	/	i

no.	KCNK9 block	PolyA inh	KCNQ1 inh	RGS4 act	GSK3B inh
1	i	i	i	i	0
2	i	i	i	i	/
3	i	i	i	i	-23
4	i	i	i	i	-2
5	i	i	i	i	-2
6	i	i	i	i	-2
7	i	i	i	i	0
8	i	i	i	i	-3
9	i	i	i	i	-2
10	i	i	i	i	6
11	i	i	i	i	1
12	i	i	i	i	1
13	i	i	i	i	-1
14	i	i	i	i	0
15	i	i	i	i	-1

# Structural class: the compounds so far containing an aryl methoxy group.
no.	compound	HDAC3 inhib	GSK3 alpha inh	KCNQ1 act	hERG protect	DYRK1A inh	KCNK3 inh
4	COc1ccc(-n2nc(C)c3sc(C)nc3c2=O)cc1	3	0	i	-2	-25	i
6	COc1ccc(C(C(=O)NC2CCCC2)N(C(=O)c2ccoc2C)c2ccc(C)c(C)c2)cc1 (stereo unspecified)	-1	2	i	-11	2	i

no.	KCNK9 block	PolyA inh	KCNQ1 inh	RGS4 act	GSK3B inh
4	i	i	i	i	-2
6	i	i	i	i	-2

# Back to the main list; the 4 compounds before the break are reprinted first.
no.	compound	HDAC3 inhib	GSK3 alpha inh	KCNQ1 act	hERG protect	DYRK1A inh	KCNK3 inh
12	O=C(NCc1ccc(F)cc1)C(c1ccco1)N(C(=O)c1csnn1)c1ccccc1 (stereo unspecified)	3	-3	i	-9	-1	i
13	CCOC(=O)c1sc(NC(=O)CCN2CCCCCC2)c(C(=O)OCC)c1C	-1	/	i	-4	-4	i
14	Cc1ccsc1CNS(=O)(=O)c1ccc(F)cc1	-1	-1	i	-5	5	i
15	Cc1ccc(Cl)cc1NC(=S)NN	-5	3	i	-5	/	i
16	c1ccc2c(c1)cnc1ccccc12	4&3	-3&-1	i	0&-9	2	i
17	O=C(c1ccc(Cn2c(=O)[nH]c3ccccc3c2=O)cc1)N1CCN(c2ccc(F)cc2)CC1	-4	-1	i	-5	3	i
18	CCO[C@@H]1OC(C(=O)N2CCN(Cc3ccccc3)CC2)=C[C@H](c2csc3ccccc23)[C@H]1CCCO	2	2	i	-12	5	i
19	Cc1nc(SCc2ccccc2)c2oc3ccccc3c2n1	7	0	i	-4	-14	i
20	COc1cccc(NC(=O)COC(=O)c2nc(Cl)ccc2Cl)c1	-3	-2	i	-10	5	i
21	CCN(Cc1ccccc1)Cc1cccc([N+](=O)[O-])c1	1	-1	i	-8	2	i
22	Cc1c(Cl)c([N+](=O)[O-])nn1Cc1ccc(C(=O)Nc2ccc(Cl)cn2)o1	13	0	i	-7	4	i
23	COc1ccc2c(c1)c(CC(=O)Nc1ccc(C)cc1)c(C)n2C(=O)c1ccc(Cl)cc1	3	1	i	-4	4	i
24	O=C(Nc1nccs1)NC1CCCCC1	-2	1	i	-8	3	i
25	O=C(NCc1ccc(F)cc1)C(c1ccccc1)N(CC1CCCO1)C(=O)Cn1nnc2ccccc21 (stereo unspecified)	1	-1	i	-5	4	i
26	CN(c1ccc(F)cc1)S(=O)(=O)c1ccc(Cl)c(C(=O)Nc2ccncc2)c1	10	-2	i	-13	20	i
27	O=C1CCCCCN1Cc1nnc(SCc2nc3ccccc3s2)n1-c1ccccn1	-8	-6	i	-13	3	i
28	CCC(COC(=O)Nc1cccc(C)c1C)NC(=O)OCC(C)C (stereo unspecified)	2	4	i	-7	3	i
29	Cc1c(NC(=O)c2ccco2)cccc1-c1nc2cccnc2s1	/	2	i	-23	26	i
30	CC(Cl)C(=O)c1ccc2c(c1)CCN2C(=O)C1CC1 (stereo unspecified)	3	-1	i	-16	6	i

no.	KCNK9 block	PolyA inh	KCNQ1 inh	RGS4 act	GSK3B inh
12	i	i	i	i	1
13	i	i	i	i	-1
14	i	i	i	i	0
15	i	i	i	i	-1
16	i	i	i	i	0&-3
17	i	i	i	i	1
18	i	i	i	i	6
19	i	i	i	i	-2
20	i	i	i	i	1
21	i	i	i	i	1
22	i	i	i	i	0
23	i	i	i	i	2
24	i	i	i	i	-2
25	i	i	i	i	-2
26	i	i	i	i	1
27	i	i	i	i	2
28	i	i	i	i	-1
29	i	i	i	i	0
30	i	/	i	i	1

# Next part.
no.	compound	HDAC3 inhib	GSK3 alpha inh	KCNQ1 act	hERG protect	DYRK1A inh	KCNK3 inh
31	Cc1ccccc1C(=O)Nc1c2c(nn1C(C)(C)C)CS(=O)(=O)C2	-3	-2	i	-7	3	i
32	Clc1ccc(OCc2nc(-c3ccccn3)no2)c(Br)c1	-10	-3	i	-6	8	i
33	O=C(CN1C(=O)NC2(CCCCC2)C1=O)N1CCN(S(=O)(=O)c2cccc(F)c2)CC1	2	1	i	-7	-1	i
34	Cc1nc(C)c(C(=O)Nc2cccc(C)c2C)o1	/	/	i	-8	-1	i
35	CCN(CC)CCOc1ncnc2c1oc1ccccc12	3	0	i	-3	0	i
36	CN(C)CC#CCC(O)(c1ccccc1)C1CCCCC1 (stereo unspecified)	8	-1	i	-6	-3	i
37	C[C@@H](Oc1ccccc1)c1nnn(Cc2ccccc2)c1-c1c([C@@H](C)Oc2ccccc2)nnn1Cc1ccccc1	4	-2	i	-8	/	/
38	CCN1CCN(C(=O)/C=C/c2c(F)cccc2Cl)CC1	-3	-1	i	-8	4	i
39	Cc1ccc(-c2c(C(=O)NNC(=S)NCC3CCCO3)csc2C)cc1 (stereo unspecified)	-1	-1	i	-23	-3	i
40	CCc1ccc(-c2nn(-c3ccccc3)cc2C2SCC(=O)N2Cc2ccco2)cc1 (stereo unspecified)	3	-8	i	-10	1	i
41	Cc1cccc(NC(=O)Nc2ccc3c(c2)CCC3)c1	-3	-2	i	-2	1	i
42	C/C(=N/NS(=O)(=O)c1ccc(C)cc1)c1ccc(NC(=O)C(F)(F)F)cc1	3	-1	i	-6	4	i
43	O=C(O)Cn1c(C(F)(F)F)nc2ccccc21	4	5	i	-9	-3	i
44	CN(C)S(=O)(=O)c1cccc(NC(=O)COC(=O)c2cn(-c3ccccc3)nc2-c2ccccc2)c1	-4	-1	i	-12	-7	i
45	CC1CCN(c2nc3ccc(C(=O)NCCCN4CCCCC4)cc3s2)CC1	2	6	i	-14	6	i

no.	KCNK9 block	PolyA inh	KCNQ1 inh	RGS4 act	GSK3B inh
31	i	i	i	i	2
32	i	i	i	i	0
33	i	i	i	i	2
34	i	i	i	i	0
35	i	i	i	i	2
36	i	i	i	i	-1
37	-12*	i	i	i	1
38	i	i	i	i	1
39	i	i	i	i	2
40	i	i	i	i	2
41	i	i	i	i	1
42	i	i	i	i	-2
43	i	i	i	i	1
44	i	i	i	i	2
45	i	i	i	i	-2
